Screening data deposited in PubChem BioAssay by ICCB-Longwood Screening Facility, Harvard Medical School.
Polio RdRp inh – inhibitors of poliovirus RNA polymerase binding and polymerization. 0.66% of 150,000 active. P03300. % elongation, % (compound at 16.7 µg/mL). poliovirus polymerase elongation, fluorescence polarization; hits give low values; in the data active means % elongation below about 90%; further: some results filed as inactive read as strong as hits
Target sequence (P03300 1749-2209 limits assumed): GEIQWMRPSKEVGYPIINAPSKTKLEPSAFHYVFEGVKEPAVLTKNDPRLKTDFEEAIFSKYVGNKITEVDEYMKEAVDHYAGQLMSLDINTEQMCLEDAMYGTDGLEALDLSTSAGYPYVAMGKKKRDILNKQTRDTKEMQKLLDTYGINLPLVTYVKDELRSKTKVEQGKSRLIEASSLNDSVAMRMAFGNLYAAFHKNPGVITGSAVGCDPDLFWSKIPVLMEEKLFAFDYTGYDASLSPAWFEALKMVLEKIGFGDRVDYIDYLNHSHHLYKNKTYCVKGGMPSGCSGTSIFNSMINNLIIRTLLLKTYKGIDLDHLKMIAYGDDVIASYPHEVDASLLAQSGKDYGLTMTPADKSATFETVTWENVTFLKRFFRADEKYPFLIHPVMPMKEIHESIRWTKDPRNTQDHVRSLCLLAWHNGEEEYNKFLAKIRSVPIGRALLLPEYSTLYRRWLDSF
Polio RdRp inh FP z-score – also measured in Polio RdRp inh; calls as there; z-score; measured here: FP z-score; hits read low
The depositor's hits bear a star. Only part of the results is shown (hit frequency here may not be typical).

SMILES | Polio RdRp inh | Polio RdRp inh FP z-score
CCOC(=O)c1nc2ccccc2n(C(C)=O)c1=O | 101.0 | 0
COc1ccc(NC(=O)C2CCCN(S(=O)(=O)c3ccc4c(c3)CCCC(=O)N4)C2)c(OC)c1 (configuration not stated) | 109.0 | 0.3
COc1ccccc1-n1nc(-c2ccccc2)c2cnc3cc(C(F)(F)F)ccc3c21 | 104.0 | -1.4
CCc1nn(CC(=O)N2CCC(C)CC2)c(=O)c2cc3occc3n12 | 110.0 | 0.1
CC(C)(C)OC(=O)N1CCC(c2c(C(=O)NCCN3CCC(Cc4ccccc4)CC3)cnn2-c2cccc(Cl)c2)CC1 | 110.0 | 0.3
COC(=O)c1cc(NC(=O)c2ccc3c(c2)N(Cc2cccc(Cl)c2)C(=O)c2ccccc2S3=O)cc(C(=O)OC)c1 (configuration not stated) | 103.0 | -0.4
CC1Cc2ccccc2N1C(=O)COC(=O)c1ccc(Cl)cc1 (configuration not stated) | 102.0 | -0.1
CCOC(=O)c1[nH]c(C)c(C(=O)NC2CCCCCC2)c1C | 98.0 | -2
COc1ccc2nc3c(nc2c1)C(=O)c1ccccc1C3=O | 99.0 | -0.4
CC1CCc2c(sc3nc(COC(=O)C4=NNC(=O)CC4)[nH]c(=O)c23)C1 (configuration not stated) | 102.0 | 0
COc1cc(OC)c(C(=O)NC2CC3CCC2(C)C3(C)C)cc1OC (configuration not stated) | 103.0 | 0.3
Cc1noc(C)c1C(=O)NCC1COc2ccccc2O1 (configuration not stated) | 102.0 | 0
CCc1nnc(SCc2c(F)cccc2Cl)c2cc3sccc3n12 | 107.0 | 0
CCn1c2ccccc2c2nnc(SCC(=O)NCCc3ccc(OC)c(OC)c3)nc21 | 103.0 | 0.1
O=C(CN1C(=O)c2cccc3cccc1c23)N1CCCC1 | 100.0 | -0.3
CNC(=O)CSc1nnc(-c2ccccc2F)n1CCc1ccccc1 | 103.0 | 1
Cc1cc(C(=O)Nc2ccc(C)c(F)c2)n[nH]1 | 99.0 | -1.9
O=C1CCCCc2ccccc21 | 104.0 | 0.3
CC1CCCN(C(=O)c2ccc3c(=O)n4nc(Nc5ccccc5)sc4nc3c2)C1 (configuration not stated) | 101.0 | -0.1
CCn1cc(C(=O)NCc2ccccc2OC)c(=O)c2cc(S(=O)(=O)N3CCCCCC3)ccc21 | 104.0 | -0.1
O=c1c2cccc3c2c(nn1CN1CCCCC1)-c1ccccc1-3 | 101.0 | -0.1
COC(=O)/C(C#N)=C1\C=Cc2ccccc2N1 | 101.0 | 0
COc1ccc(-c2c(C)c3ccc(O)c(CN4CCOCC4)c3oc2=O)cc1 | 112.0 | 1
CCC1CCCCN1C(=O)c1cccs1 (configuration not stated) | 99.0 | -0.1
NC(=O)C1CCN(C(=O)COc2ccc3ccccc3c2)CC1 | 97.0 | -1.9
Next part:
SMILES | Polio RdRp inh | Polio RdRp inh FP z-score
O=C(CC(c1cccs1)N1Cc2ccccc2C1=O)Nc1ccc(Cl)cc1 (configuration not stated) | 115.0 | 1.4
CSc1scc(-c2cc(Cl)cc(Cl)c2)c1C#N | 108.0 | 0.8
COc1ccc(C)cc1Nc1nc(N)c2cc(OC)c(OC)cc2n1 | 102.0 | -0.9
C/C(=C/c1ccccc1)C(=O)Nc1ccc2nc3n(c(=O)c2c1)CCCCC3 | 103.0 | 0.1
CC1(C)CC(=O)N(CC(=O)N2CCN(c3cccc(C(F)(F)F)c3)CC2)c2ccccc2S1 | 104.0 | 0.7
Cc1ccc(-c2noc(CCCCCN=Cc3c(O)[nH]c(=O)[nH]c3=O)n2)cc1 | 118.0 | 2.3
Cc1ccc(N2C(=O)CSC2=S)c(C)c1 | 101.0 | -0.1
CCc1ccc(NC(=O)CN2C(=O)CCc3ccccc32)cc1 | 100.0 | -0.3
Cc1oc2nc[nH]c(=O)c2c1C(=O)Nc1cccc(C(F)(F)F)c1 | 113.0 | 2.2
Cc1ccc2scc(N3CCN(c4ccccc4)CC3)c(=O)c2c1 | 108.0 | 0.4
O=C(Nc1ccc(OCc2ccccc2)cc1)Nc1cccnc1 | 102.0 | 0
CC(C)c1nc2ccccc2n1C(C)c1ccccc1 (configuration not stated) | 100.0 | 0
O=C1C2CC=CCC2C(=O)N1Nc1ccccc1 (configuration not stated) | 101.0 | 0
O=C(CN1CCCN(Cc2ccc(F)cc2)S1(=O)=O)Nc1ccc2c(c1)OCCO2 | 107.0 | 0.2
CCCNC(=O)c1nnc(Cc2ccccc2OC)o1 | 102.0 | -0.1
Clc1ccc2nc(Nc3ccccc3Cl)nc(-c3ccccc3)c2c1 | 105.0 | 0.3
CC1CCc2onc(C(=O)Nc3ccc(Cl)cc3)c2C1 (configuration not stated) | 108.0 | 0.3
Cc1cc(C)cc(NC(=O)C(C)N2Cc3ccccc3C2=O)c1 (configuration not stated) | 110.0 | 0.5
Cc1cccc(N2CCN(C(=O)NCc3noc4ccccc34)CC2)c1C | 106.0 | 0
Cc1cccc(N2CCN(C(=O)CCS(=O)(=O)c3ccc4c(c3)oc(=O)n4C)CC2)c1C | 116.0 | 1.6
Cc1ccc(/C=N/N2C(=O)c3ccccc3C2=O)o1 | 103.0 | 0.2
COc1ccc(-c2nsc(NC(=O)COc3ccccc3OC)n2)cc1 | 108.0 | 0.6
Cc1ccc2[nH]c(=O)c(CNCCCO)cc2c1 | 101.0 | -0.3
CCCCC(CC)Cn1c(Oc2ccccc2)nc2c1c(=O)n(C)c(=O)n2C (configuration not stated) | 110.0 | 0.8
CC(Nc1nc2nonc2nc1NC(C)c1ccccc1)c1ccccc1 (configuration not stated) | 104.0 | 0.5

Exported tab-delimited: entries from further up.
mol	Polio RdRp inh	Polio RdRp inh FP z-score
CCCCC(CC)Cn1c(Oc2ccccc2)nc2c1c(=O)n(C)c(=O)n2C (configuration not stated)	110.0	0.8
CC(Nc1nc2nonc2nc1NC(C)c1ccccc1)c1ccccc1 (configuration not stated)	104.0	0.5

Going on with the list:
SMILES | Polio RdRp inh | Polio RdRp inh FP z-score
CC1(C)CC(=O)c2cc(-c3nc(-c4ccc(Cl)cc4)cs3)c(=O)n(-c3cccc(F)c3)c2C1 | 103.0 | -0.8
O=C1CN(C(=O)c2ccc(S(=O)(=O)N3CCCCC3)cc2)C(c2ccc(F)cc2)c2cc(Cl)ccc2N1 (configuration not stated) | 105.0 | 0.1
CN(CCO)c1cc(Br)c2noc3c2c1C(=O)c1ccccc1-3 | 98.0 | -0.3
Cc1nn(-c2ccc(N3CCCCC3)nn2)c(C)c1CCC(=O)NCc1ccc(Cl)cc1 | 112.0 | 1.1
O=C(COc1ccccc1O)c1cccs1 | 102.0 | 0.4
Cn1nc(SCC(=O)NN)c(=O)n(C)c1=O | 103.0 | 0.3
COC(=O)c1cc(OCC(=O)c2ccc[nH]2)cc(C(=O)OC)c1 | 100.0 | -0.4
O=c1c(NCc2ccccc2)nccn1-c1ccccc1 | 104.0 | 1.2
NNC(=O)C1CC1c1ccccc1 (configuration not stated) | 98.0 | -0.6
Cc1ccc(C(=O)O)cc1-c1ccc(C=C2C(=O)c3ccccc3C2=O)o1 | 104.0 | 1.2
CCOc1ccccc1NC(=O)N1CCN(S(=O)(=O)c2ccc3c(ccn3C)c2)CC1 | 105.0 | 0.1
COc1ccccc1N1CCN(S(=O)(=O)c2ccc(-c3coc(C)n3)cc2)CC1 | 105.0 | -0.6
Cc1ccc(CCCOC(=O)CN2CCCC2)cc1 | 101.0 | -0.2
CN(C)c1ccc(/C=C(\C#N)S(=O)(=O)C(C)(C)C)c(F)c1C#N | 103.0 | 0.4
Cc1cc(C)cc(-n2c(SCC(=O)Nc3nnc(C)s3)nc3c([nH]c4ccccc43)c2=O)c1 | 107.0 | 0
COc1ccc(F)cc1CSc1nnc2nc(C)cc(C)n12 | 105.0 | 0.4
O=C(O)CSc1nc2ccccc2c(=O)[nH]1 | 109.0 | 0.5
CCCSc1ncc(Cl)c(C(=O)Nc2c(C(=O)Nc3ccccc3)oc3ccccc23)n1 | 107.0 | 0.2
O=C1CCCN2C(=N1)SC(=S)N2CN(Cc1ccccc1)Cc1ccccc1 | 102.0 | 0.1
CCOC(=O)C1CCCN(S(=O)(=O)c2cccc3nsnc23)C1 (configuration not stated) | 99.0 | -0.3
Cc1ccc(N2C(=O)C3N=NN(CC(=O)NCc4ccccc4Cl)C3C2=O)cc1C (configuration not stated) | 104.0 | 1.1
Cc1ccccc1CSCC(=O)c1ccc[nH]1 | 104.0 | 0.1
COc1ccc(NC(=O)C2Cc3ccccc3N2C(=O)c2ccccc2)cc1OC (configuration not stated) | 100.0 | -1.3
O=C1c2oc3ccccc3c(=O)c2C(c2ccccc2F)N1Cc1ccc2c(c1)OCO2 (configuration not stated) | 106.0 | 0.2
Cn1c(SCc2ccccc2)nnc1C1CCCN1C(=O)Nc1ccccc1 (configuration not stated) | 99.0 | -1.1

Part of the list above in order of formula weight, low to high.
SMILES | Polio RdRp inh | Polio RdRp inh FP z-score
CCC1CCCCN1C(=O)c1cccs1 (configuration not stated) | 99.0 | -0.1
O=C(COc1ccccc1O)c1cccs1 | 102.0 | 0.4
CCCNC(=O)c1nnc(Cc2ccccc2OC)o1 | 102.0 | -0.1
O=c1c2cccc3c2c(nn1CN1CCCCC1)-c1ccccc1-3 | 101.0 | -0.1
CC1Cc2ccccc2N1C(=O)COC(=O)c1ccc(Cl)cc1 (configuration not stated) | 102.0 | -0.1
Cc1ccc2scc(N3CCN(c4ccccc4)CC3)c(=O)c2c1 | 108.0 | 0.4
COc1cc(OC)c(C(=O)NC2CC3CCC2(C)C3(C)C)cc1OC (configuration not stated) | 103.0 | 0.3
CC(Nc1nc2nonc2nc1NC(C)c1ccccc1)c1ccccc1 (configuration not stated) | 104.0 | 0.5
Clc1ccc2nc(Nc3ccccc3Cl)nc(-c3ccccc3)c2c1 | 105.0 | 0.3
COc1ccc(NC(=O)C2Cc3ccccc3N2C(=O)c2ccccc2)cc1OC (configuration not stated) | 100.0 | -1.3
CCn1c2ccccc2c2nnc(SCC(=O)NCCc3ccc(OC)c(OC)c3)nc21 | 103.0 | 0.1
CC1(C)CC(=O)c2cc(-c3nc(-c4ccc(Cl)cc4)cs3)c(=O)n(-c3cccc(F)c3)c2C1 | 103.0 | -0.8
COc1ccc(NC(=O)C2CCCN(S(=O)(=O)c3ccc4c(c3)CCCC(=O)N4)C2)c(OC)c1 (configuration not stated) | 109.0 | 0.3
COC(=O)c1cc(NC(=O)c2ccc3c(c2)N(Cc2cccc(Cl)c2)C(=O)c2ccccc2S3=O)cc(C(=O)OC)c1 (configuration not stated) | 103.0 | -0.4

Further compounds follow:
SMILES | Polio RdRp inh | Polio RdRp inh FP z-score
CCCCN(c1ccccc1)c1ncnc2c1cnn2-c1ccc(Cl)cc1 | 104.0 | -0.4
O=C1CCC2=C(CCCC2=O)N1 | 103.0 | 0.5
Cc1ccc2c(c1)C(c1ccccc1)N(C(=O)c1ccc(OC(C)C)cc1)CC(=O)N2 (configuration not stated) | 107.0 | 0.4
Cc1ccc(NCc2cc3cc4c(cc3n(CC(=O)Nc3ccc(C)cc3)c2=O)OCCO4)cc1 | 112.0 | 1.1
CC(=O)N1CCc2c(sc3nc(SCC(C)C)n(-c4ccc(F)c(Cl)c4)c(=O)c23)C1 | 103.0 | -0.7
CCOc1ccc(NC(=O)CSc2ncn[nH]2)cc1 | 106.0 | -0.7
CCN1CCN(CCCNC(=O)c2cnn(-c3ccc(C)cc3C)c2C2CCN(C(=O)OC(C)(C)C)CC2)CC1 | 112.0 | 1.2
COc1cccc(C(=O)N(Cc2cccc(F)c2)C2CCS(=O)(=O)C2)c1 (configuration not stated) | 103.0 | -0.8
CC(C)=CC1C(C(=O)NCCOc2ccccc2)C1(C)C (configuration not stated) | 106.0 | 1.9
CCN(CC)S(=O)(=O)c1ccc2c(c1)c(=O)c(C(=O)NCc1ccccc1OC)cn2C | 107.0 | 0.4
Cc1csc2sc(COC(=O)Nc3ccccc3)c(C)c12 | 101.0 | -1
Cc1ccc(-n2c(Cc3ccccc3)nnc2SCc2nc(-c3cccs3)no2)cc1C | 105.0 | -0.5
COc1ccc2c(c1)CCc1c-2nc2ccccc2c1N1CCOCC1 | 99.0 | -0.3
Cc1nn(C)c2c1c(-c1ccccc1)cc(=O)n2Cc1ccccc1Cl | 102.0 | -0.9
O=C(OCCCCN1C(=O)c2ccccc2C1=O)C1=NN(c2ccccc2)C(=O)CC1 | 102.0 | -0.2
O=S(=O)(c1ccc(Cl)cc1)N1CCn2c1nc1ccccc12 | 106.0 | 2
CCOC(=O)c1cc(CC)sc1Nc1nc2ccccc2nc1N1CCOCC1 | 96.0 | -0.7
Cc1cccc(CNC(=O)CCCN2C(=O)CCn3nc(-c4cccn4C)cc32)c1 | 112.0 | 1.4
Cc1c(C#N)c(N)n(C2CCCCC2)c1C | 105.0 | 0.3
O=C(CSc1nc2c([nH]c3ccccc32)c(=O)n1-c1ccc(F)cc1)NC1CCCCC1 | 105.0 | -0.4
CCOC(=O)C1CCN(C(=O)COC(=O)Cc2ccsc2)CC1 | 108.0 | 0.2
CCCCN(C(=O)c1cc2c(s1)-c1ccccc1OC2)C1CCN(C(C)=O)CC1 | 103.0 | 0.3
O=C(COc1cccc(-n2cnnn2)c1)N1CCc2ccccc2C1 | 90.0 | -2.1
O=C(CSc1ncn(-c2ccccc2)n1)c1ccc(Cl)cc1 | 104.0 | 0.5
CCCCN(CCCC)CCC(O)c1cc2c(Cl)cc(Cl)cc2c2cc(C(F)(F)F)ccc12 (configuration not stated) | 100.0 | 0.5
Additional entries follow.
SMILES | Polio RdRp inh | Polio RdRp inh FP z-score
CC1CN(CCOc2ccccc2)CC(C)O1 (configuration not stated) | 100.0 | 0
COc1ccc(OC)c(CCNc2nccn(-c3ccc(C)c(C)c3)c2=O)c1 | 107.0 | 0.2
COc1ccc(C(=O)NCCn2cc(SCC(=O)Nc3ccc4c(c3)OCCO4)c3ccccc32)cc1 | 105.0 | 0.1
O=C(NCc1ccccc1)C1CCN(C(=O)N2CCOc3ccccc32)CC1 | 100.0 | -1.2
CC1(C)CC(=O)C=C(NC(=O)Nc2ccccc2)C1 | 109.0 | 1
COc1cccc(C(=O)CN2C(=O)C(C)(C)Oc3ccc(C(=O)N4CCOCC4)cc32)c1 | 103.0 | 0.3
O=C(Nc1ccc2oc(-c3cccnc3)nc2c1)c1ccc(-c2ccccc2)o1 | 105.0 | 0.4
